PolyA inhibitor: yeast polyadenylation inhibition. S. cerevisiae SKY197-pL101 polyadenylation reporter, beta-gal luminescence; efflux-impaired pdr1/pdr3 knockout yeast; score 100 = 6 SD above DMSO. calls only at 12 µM. 0.02% of 300,000 active;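 active means lowest replicate activity score at least 50, where 100 means six control SD above control mean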;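 further: yeast exposed to compound for 9 h at 30 °C; higher score means more reporter readthrough which indicates perturbed polyadenylation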
GSK3B inh: inhibitors of human GSK3beta kinase | P49841 | GST-GSK3beta kinase, ADP-Glo luminescence, 60 min; hits give low values | activity score (negative = inhibition), % at 10 µM | 0.038% of 300,000 active;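 active means more than half of replicate wells score below -50%, meaning over 50% inhibition versus plate controls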;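 further: 0% = median DMSO wells and -100% = median GW8510 positive control wells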
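Test system – GST-tagged human GSK3beta kinase, cell-free · Incubation – 60 min enzyme reaction, room temperature · Signal – ADP-Glo luminescence · Also added – peptide substrate and ATP at 25 µM · Controls – DMSO neutral wells and GW8510 at 20 µM as positive · Buffer or medium – Tris/MgCl2 kinase buffer · Measure – Luminescence-derived activity versus plate DMSO and GW8510 wells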
KCNK9 block: human KCNK9 channel inhibition. HEK293 KCNK9, FluxOR thallium flux fluorescence; hits give low values. B-score at 10 µM. 1.2% of 310,000 active;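 active means ratio B-score over 3 SD below the library mean, with starting fluorescence within 5 SD of its mean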;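 further: negative B-score means less thallium flux so channel inhibition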
hERG protect: hERG (human) protection from proarrhythmic block. 0.51% of 310,000 active. activation (rescue from dofetilide block), less the hit threshold, % at 10 µM. CHO-hERG, FluxOR thallium flux, dofetilide IC70 present. AID 1511. Q12809;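 active means activation above the mean of controls blocked by dofetilide plus 5 SD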;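 further: thallium influx through hERG after potassium depolarization seen as dye fluorescence rise; in these data hits start at about 4.7%; inactives centre near -7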
KCNK3 inh: human KCNK3 channel inhibition, primary screen; O14649; CHO-KCNK3 thallium flux, FluxOR fluorescence; hits give low values; B-score at 10 µM; 0.84% of 340,000 active;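 active means B-score under library mean minus 4 SD, starting fluorescence ratio at most library mean plus 5 SD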;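 further: more negative B-score means stronger inhibition of thallium flux through KCNK3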
Target sequence (O14649 whole entry, looked up): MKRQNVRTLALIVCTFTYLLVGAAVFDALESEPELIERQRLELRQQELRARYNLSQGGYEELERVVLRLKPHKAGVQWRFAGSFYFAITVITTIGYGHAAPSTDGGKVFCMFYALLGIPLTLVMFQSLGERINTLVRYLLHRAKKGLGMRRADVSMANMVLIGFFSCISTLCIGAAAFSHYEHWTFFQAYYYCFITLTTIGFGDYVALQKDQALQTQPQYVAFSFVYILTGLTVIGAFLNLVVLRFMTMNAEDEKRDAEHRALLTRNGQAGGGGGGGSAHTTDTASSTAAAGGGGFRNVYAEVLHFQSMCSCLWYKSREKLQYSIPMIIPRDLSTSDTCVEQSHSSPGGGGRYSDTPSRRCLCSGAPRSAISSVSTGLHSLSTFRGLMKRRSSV
GSK3 alpha inh: blocks human GSK-3 alpha kinase; ADP-Glo luminescence, 60 min; inhibition, % at 10 µM; 0.1% of 320,000 active; P49840;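 in the data active means inhibition above about 50%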;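 further: GST-tagged GSK-3 alpha with peptide substrate and 25 µM ATP; 0% = DMSO neutral wells and 100% = GW8510 positive control wells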
DYRK1A inh: inhibitors of rat Dyrk1A kinase. ADP-Glo luminescence, NFATc1 peptide. inhibition, % at 12.5 µM. 0.43% of 310,000 active; in the data active means inhibition above about 50%;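 further: plate controls were vehicle with enzyme for no effect and no enzyme for full effect; many of its hits are not listed in these tables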
KCNQ1 pot: potentiators or activators of human KCNQ1 potassium channel. CHO-K1 KCNQ1, thallium flux FluxOR fluorescence; hits give high values. 0.35% of 310,000 active. B-score at 10 µM;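 active means fluorescence ratio B-score, a plate-corrected score, at least three library SD, with initial intensity B-score within 5 SD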
Target sequence (P51787 whole entry, looked up): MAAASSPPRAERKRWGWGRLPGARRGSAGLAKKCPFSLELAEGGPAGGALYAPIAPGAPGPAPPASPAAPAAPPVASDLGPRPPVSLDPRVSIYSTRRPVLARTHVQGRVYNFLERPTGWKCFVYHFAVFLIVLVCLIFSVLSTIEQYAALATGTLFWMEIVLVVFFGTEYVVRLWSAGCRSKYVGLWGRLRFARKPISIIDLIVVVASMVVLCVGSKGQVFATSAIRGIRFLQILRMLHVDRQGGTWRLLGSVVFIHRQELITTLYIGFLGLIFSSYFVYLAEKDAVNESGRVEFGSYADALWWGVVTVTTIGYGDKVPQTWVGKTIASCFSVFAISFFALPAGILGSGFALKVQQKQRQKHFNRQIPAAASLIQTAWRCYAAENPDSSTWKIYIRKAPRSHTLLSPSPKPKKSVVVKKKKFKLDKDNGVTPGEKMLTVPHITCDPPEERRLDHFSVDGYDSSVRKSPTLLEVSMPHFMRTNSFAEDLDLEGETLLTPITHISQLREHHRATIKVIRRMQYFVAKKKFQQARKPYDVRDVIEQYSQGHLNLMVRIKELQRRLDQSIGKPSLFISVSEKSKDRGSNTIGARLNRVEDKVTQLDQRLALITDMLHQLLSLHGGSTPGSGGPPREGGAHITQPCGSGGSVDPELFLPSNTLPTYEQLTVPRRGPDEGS
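Material: CHO-K1 cells stably expressing KCNQ1. Medium: assay buffer for compound exposure, DMSO matched across wells. Reagent: K+/Tl+ depolarizing stimulus. Compound dosing: single-concentration screen. Times: 37 °C overnight plating, 90-min dark dye load, 20-min compound pretreatment. Technique: FluxOR Tl+ flux fluorescence.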
KCNQ1 block: blocks the human KCNQ1 potassium channel. P51787. CHO-K1 KCNQ1, FluxOR thallium flux fluorescence; hits give high values. B-score at 10 µM. 1.3% of 310,000 active;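 active means compounds whose thallium flux B-score, printed positive for inhibition, exceeds three library SD while starting fluorescence stays within three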;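 further: channel opened by potassium depolarization with thallium stimulus after 20 min compound exposure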
RGS4 pot: potentiators or activators of RGS4 | HEK293 M3R/inducible RGS4, carbachol calcium flux Fluo4; hits give low values | B-score at 10 µM | 0.92% of 310,000 active | AID 463111;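 active means B-score of the integrated calcium signal more than 4 SD below the library mean, with starting fluorescence not abnormally high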;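 further: negative B-score means reduced calcium response which marks RGS4 activation or potentiation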
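System: HEK293 FlpIn-TREx cells, stable M3R, doxycycline-inducible RGS4. Timing: overnight RGS4 induction, 30 min dye load 37 °C, 20 min compound RT. Also added: carbachol, ECmax concentration. Measured by: Fluo4 fluorescence kinetic imaging of calcium. Evaluation: integrated calcium ratio converted to B score.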
RGS4 inh: inhibitors of human RGS4; P49798; HEK293 M3R/RGS4 inducible, Fluo-4 calcium flux; hits give high values; triggered by carbachol at its EC20; B-score at 10 µM; 0.45% of 310,000 active; AID 463165;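 active means B-score, a plate-corrected calcium signal, over three deviations above library mean, with baseline fluorescence within five deviations of library mean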;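 further: RGS4 expression induced by doxycycline in cells with stable M3 receptor; B-score is computed from the integrated fluorescence ratio over baseline after carbachol; higher B-score means a larger calcium signal and so more RGS4 inhibition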
An asterisk follows results filed as active; i = inactive; . = not tested or not shown. This is a subset; the hit share may differ from the screen's.

Screens by letter: A = PolyA inhibitor; B = GSK3B inh; C = KCNK9 block; D = hERG protect; E = KCNK3 inh; F = GSK3 alpha inh; G = DYRK1A inh; H = KCNQ1 pot; I = KCNQ1 block; J = RGS4 pot; K = RGS4 inh
1	Cn1cnnc1SCC(=O)N1N=C2/C(=C/c3ccco3)CCCC2C1c1ccco1 (configuration not stated)
  A: i	B: 2.2	C: i	D: -8.6	E: i	F: .	G: -1.8	H: i	I: i	J: i	K: i

2	O=C(Nc1cccc(-n2cccn2)c1)C1CCCN(Cc2cc3ccccc3[nH]2)C1 (configuration not stated)
  A: i	B: 1.9	C: i	D: -22.8	E: i	F: .	G: 2.5	H: i	I: i	J: i	K: i

3	CC(=O)Oc1ccccc1N(C(C)=O)S(=O)(=O)c1ccc(C)cc1
  A: i	B: -1.5	C: i	D: -6.2	E: i	F: -3.7	G: 5.3	H: i	I: i	J: i	K: i

4	Fc1ccccc1-c1nc(-c2ccc(Br)o2)no1
  A: i	B: -0.3	C: i	D: -6.7	E: i	F: -0.1	G: 0.3	H: i	I: i	J: i	K: i

5	CSc1ncc(Cl)c(C(=O)Nc2ccc(S(=O)(=O)N3CCOCC3)cc2)n1
  A: i	B: 2.5	C: i	D: -6.2	E: i	F: -1.2	G: 1.7	H: i	I: i	J: i	K: i

6	CCC(=O)c1ccc(OC(=O)Cc2ccc(OC)cc2)cc1
  A: i	B: 3.1	C: i	D: -6.1	E: i	F: 3.0	G: 4.5	H: i	I: i	J: i	K: i

7	CN(Cc1ccc(Cl)cc1Cl)C(=O)c1cccc(S(=O)(=O)N2CCN(c3ccccc3)CC2)c1
  A: i	B: -2.5	C: i	D: -10.8	E: i	F: -2.2	G: -1.9	H: i	I: 6*	J: i	K: i

8	O=C(CCc1nc2ccccc2s1)Nc1ccccc1
  A: i	B: 1.1	C: i	D: -4.0	E: i	F: -2.9	G: 0.1	H: i	I: i	J: i	K: i

9	COc1ccc2[nH]c3c(=O)n(CCCCC(=O)N4CCC(C(N)=O)CC4)c(=S)[nH]c3c2c1
  A: i	B: -4.8	C: i	D: -6.9	E: i	F: -0.1	G: 2.7	H: i	I: i	J: i	K: i

10	CCC(=O)N1CCc2cc(OC)c(OC)cc2C1COc1ccc(F)cc1 (configuration not stated)
  A: i	B: 1.5	C: i	D: -6.8	E: i	F: -1.3	G: 5.6	H: i	I: i	J: i	K: i

11	Cc1ccc(S(=O)(=O)N2CCN(C(=O)CCC(=O)NCCc3ccc(F)cc3)CC2)cc1
  A: i	B: -6.1	C: i	D: -6.7	E: i	F: -0.1	G: 3.6	H: i	I: i	J: i	K: i

12	O=C(CCn1cnnn1)N1CCCC(Nc2ccc(F)c(F)c2)C1 (configuration not stated)
  A: i	B: 2.5	C: i	D: -4.0	E: i	F: 1.5	G: -5.7	H: i	I: i	J: i	K: i

13	O=C(N/N=C/c1ccc2c(c1)OCO2)c1sc2cccc(Cl)c2c1Cl
  A: i	B: -2.3	C: i	D: -6.9	E: i	F: -2.0	G: -14.3	H: i	I: i	J: i	K: i

14	CC(C)OC(=O)c1cccc(C(=O)OCc2ccco2)n1
  A: i	B: -1.2	C: i	D: -8.4	E: i	F: -0.5	G: -2.5	H: i	I: i	J: i	K: i

15	Cc1cc(NN)nc(NS(=O)(=O)c2ccccc2Cl)n1
  A: i	B: -0.1	C: i	D: -0.8	E: i	F: 0.9	G: 7.4	H: i	I: i	J: i	K: i

Further results follow.
Screens by letter: A = PolyA inhibitor; B = GSK3B inh; C = KCNK9 block; D = hERG protect; E = KCNK3 inh; F = GSK3 alpha inh; G = DYRK1A inh; H = KCNQ1 pot; I = KCNQ1 block; J = RGS4 pot; K = RGS4 inh
16	COc1ccc(N=Nc2nc3ccc(Br)cc3n2C)cc1
  A: i	B: 1.8	C: i	D: -9.5	E: i	F: 0.4	G: -6.9	H: i	I: i	J: i	K: i

17	Cc1onc(-c2ccccc2)c1C(=O)OCC(=O)N(CC(C)C)c1c(N)n(Cc2ccccc2)c(=O)[nH]c1=O
  A: i	B: -4.0	C: i	D: -11.3	E: i	F: 0.6	G: -12.1	H: i	I: i	J: i	K: i

18	COc1ccc(/C=C2\SC(=N)N(c3nccs3)C2=O)cc1OC
  A: i	B: 2.2	C: i	D: 0.7	E: i	F: -1.0	G: 14.2	H: i	I: i	J: i	K: i

19	C/C(CC(=O)Nc1ccc2c(c1)OCCO2)=N\NC(=O)C(=O)Nc1ccccc1C
  A: i	B: -1.1	C: i	D: -7.3	E: i	F: -2.6	G: -5.8	H: i	I: i	J: i	K: i

20	COCCN(CC(=O)Nc1ccc(F)cc1)S(=O)(=O)c1ccc(S(=O)(=O)N2CCCC2)cc1
  A: i	B: 3.8	C: i	D: -5.3	E: i	F: 1.3	G: 0.5	H: i	I: i	J: i	K: i

21	O=C(COc1cccnc1[N+](=O)[O-])Nc1ccccc1Sc1ccccc1
  A: i	B: 0.1	C: i	D: -7.6	E: i	F: -1.8	G: 4.4	H: i	I: i	J: i	K: i

22	COc1cccc2c(=O)n(CC(=O)N3CCCCC3)ccc12
  A: i	B: -4.6	C: i	D: -5.7	E: i	F: 0.1	G: -4.2	H: i	I: i	J: i	K: i

23	CCc1ccc(Cc2cnc(NC(=O)C3=NCCN3)s2)cc1
  A: i	B: 1.0	C: i	D: -11.1	E: i	F: -0.7	G: .	H: i	I: i	J: i	K: i

24	Cc1ccccc1CSCC(=O)c1c(N)n(CC(C)C)c(=O)n(C)c1=O
  A: i	B: -1.1	C: i	D: -3.6	E: i	F: 0.6	G: -10.2	H: i	I: i	J: i	K: i

25	Cc1ccc(C(=O)OCC(=O)N2C(C)CCCC2C)cc1S(=O)(=O)N1CCOCC1 (configuration not stated)
  A: i	B: 2.7	C: i	D: -8.1	E: i	F: -3.9	G: 11.3	H: i	I: i	J: i	K: i

26	CC(OC(=O)c1ccc(NS(=O)(=O)c2ccc3[nH]c(=O)[nH]c3c2)cc1)C(=O)Nc1cccc(Cl)c1Cl (configuration not stated)
  A: i	B: 1.1	C: i	D: -11.9	E: i	F: 0.1	G: -1.0	H: i	I: i	J: i	K: i

27	Cc1ccccc1Cn1nc(C)c(NC(=O)C(F)(F)F)c1C
  A: i	B: -6.1	C: i	D: -7.3	E: i	F: 4.8	G: -7.8	H: i	I: i	J: i	K: i

28	Cc1sc2ncnc(NCc3cccnc3)c2c1C
  A: i	B: 2.3	C: i	D: -5.8	E: i	F: -0.6	G: 10.6	H: i	I: i	J: i	K: i

29	CCOC(=O)N1CCN(C(=O)COc2ccc(Cl)c(C)c2)CC1
  A: i	B: -0.6	C: i	D: -8.6	E: i	F: 0.3	G: -4.0	H: i	I: i	J: i	K: i

30	Cc1nc2ccccc2c(=O)n1-c1ccc(NS(=O)(=O)c2ccccc2)cc1
  A: i	B: 2.3	C: i	D: -7.9	E: i	F: 0.6	G: 6.6	H: i	I: i	J: i	K: i

Additional results follow:
Screens by letter: A = PolyA inhibitor; B = GSK3B inh; C = KCNK9 block; D = hERG protect; E = KCNK3 inh; F = GSK3 alpha inh; G = DYRK1A inh; H = KCNQ1 pot; I = KCNQ1 block; J = RGS4 pot; K = RGS4 inh
31	CCOC(=O)c1ccc(/C=C2/C=C(c3ccccc3)N(c3ccc(Cl)c(C(=O)O)c3)C2=O)cc1
  A: i	B: 2.7	C: i	D: -23.8	E: i	F: -3.7	G: -3.4	H: i	I: 11*	J: i	K: i

32	Cc1nn(CC(=O)N2CCCc3ccccc32)c(C)c1[N+](=O)[O-]
  A: i	B: -0.7	C: i	D: -5.7	E: i	F: 5.1	G: -1.9	H: i	I: i	J: i	K: i

33	COC(=O)[C@@H]1CC[C@H](C)[C@@H](c2ccc(C)cc2)N1C(=O)c1ccc(/C=N/OCC[C@@H]2C=C[C@H](OC(C)=O)[C@@H](COC(C)=O)O2)cc1
  A: i	B: -1.9	C: i	D: -2.6	E: .	F: -1.9	G: .	H: i	I: i	J: i	K: i

34	Cn1cnnc1Sc1ccc(C(F)(F)F)cc1[N+](=O)[O-]
  A: i	B: 0.2	C: i	D: -2.0	E: i	F: 0.1	G: -5.5	H: i	I: i	J: i	K: i

35	CCOC(=O)c1sc2ncn(/N=C/c3ccc(O)cc3)c(=O)c2c1C
  A: i	B: 0.6	C: i	D: -20.3	E: i	F: 1.0	G: -1.9	H: i	I: i	J: i	K: i

36	COC(=O)c1ccc(/C=N/NC(=O)c2ccccc2Cl)cc1
  A: i	B: -2.2	C: i	D: -8.2	E: i	F: -0.2	G: 0.1	H: i	I: i	J: i	K: i

37	CCS(=O)(=O)C(=C1Nc2ccccc2N1)S(=O)(=O)CC
  A: i	B: 2.1	C: i	D: -10.4	E: i	F: -1.0	G: 2.6	H: i	I: i	J: i	K: i

38	Cn1c(=O)c2c(SCc3ccccn3)nc(CC(C)(C)C)nc2n(C)c1=O
  A: i	B: 1.7	C: i	D: -18.7	E: i	F: -1.3	G: -0.3	H: i	I: i	J: i	K: i

39	O=S(=O)(c1ccccc1)N(Cc1ccccc1)c1ccccn1
  A: i	B: -0.3	C: i	D: -2.3	E: i	F: -0.3	G: -2.7	H: i	I: i	J: i	K: i

Whole records, quoted from the list. Values in the order: PolyA inhibitor, GSK3B inh, KCNK9 block, hERG protect, KCNK3 inh, GSK3 alpha inh, DYRK1A inh, KCNQ1 pot, KCNQ1 block, RGS4 pot, RGS4 inh
COc1cccc2c(=O)n(CC(=O)N3CCCCC3)ccc12 is entered as i, -4.6, i, -5.7, i, 0.1, -4.2, i, i, i, i
Cc1nc2ccccc2c(=O)n1-c1ccc(NS(=O)(=O)c2ccccc2)cc1 is entered as i, 2.3, i, -7.9, i, 0.6, 6.6, i, i, i, i
O=C(CCc1nc2ccccc2s1)Nc1ccccc1 is entered as i, 1.1, i, -4.0, i, -2.9, 0.1, i, i, i, i
COC(=O)c1ccc(/C=N/NC(=O)c2ccccc2Cl)cc1 is entered as i, -2.2, i, -8.2, i, -0.2, 0.1, i, i, i, i
CN(Cc1ccc(Cl)cc1Cl)C(=O)c1cccc(S(=O)(=O)N2CCN(c3ccccc3)CC2)c1 is entered as i, -2.5, i, -10.8, i, -2.2, -1.9, i, 6*, i, i
